Mot1-301 SUMO: blocks SUMOylation pathway, rescuing yeast Mot1-301 growth; AID 2716; growth rescue, % at 18.8 µM; S. cerevisiae Mot1-301 growth rescue, ATP luminescence, 38.5C; percent above DMSO median, 100 means doubled; 320,000 tested, 1% active;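 active = every valid replicate shows activation above 250% relative to neutral control wells; inactive = the rest, any valid replicate at or below 250%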;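 note: OY570 slx delta 5 strain wells were the positive control but not used for scaling; some compounds called inactive have numbers as strong as hits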
AddAB inh: less growth of phage-infected E. coli with AddAB; E. coli expressing H. pylori AddAB, absorbance growth; inhibition, % at 11.9 µM; 330,000 tested, 0.29% active; AID 435030; in the data active = inhibition above about 12%;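 note: 0% = vehicle wells of infected cells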
Tat transport: blocks Tat-dependent protein export in E. coli | E. coli MC4100 TorA-mCherry Tat export, fluorescence | AID 488895 | 340,000 tested, 0.036% active | inhibition, % at 10 µM;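 active = mean replicate inhibition at least 50% and at least half of replicates individually reaching 50%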;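 note: exported cargo escapes ClpAP degradation while cytoplasmic cargo is degraded and loses fluorescence; 0% = median of neutral control wells and 100% = median of NaSCN control wells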
MOR-DOR ag: OPRM1-OPRD1 heterodimerization agonism; cells, luminescence; AID 504326; P35372+P41143; 340,000 tested, 0.3% active; activation, % at 9.3 µM; in the data active = activation above about 18%;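 note: 0% = vehicle-treated cells and 100% = reference agonist; values of inactives mirror those of a sister screen read the other way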
Pemphigus Ab inh: blocks pemphigus antibody binding to human desmoglein-3. DSG3-coupled beads, scFv-anti-DSG3-GFP binding, flow cytometry; active compounds read low. binding (percent of control), % at 10 µM. 310,000 tested, 0.48% active;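 active = binding more than 3 SD below its plate's average and above zero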;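 note: hits lower antibody fragment binding to DSG3; some compounds called inactive have numbers as strong as hits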
Target sequence (P32926 whole entry, looked up, the tested form may be a part): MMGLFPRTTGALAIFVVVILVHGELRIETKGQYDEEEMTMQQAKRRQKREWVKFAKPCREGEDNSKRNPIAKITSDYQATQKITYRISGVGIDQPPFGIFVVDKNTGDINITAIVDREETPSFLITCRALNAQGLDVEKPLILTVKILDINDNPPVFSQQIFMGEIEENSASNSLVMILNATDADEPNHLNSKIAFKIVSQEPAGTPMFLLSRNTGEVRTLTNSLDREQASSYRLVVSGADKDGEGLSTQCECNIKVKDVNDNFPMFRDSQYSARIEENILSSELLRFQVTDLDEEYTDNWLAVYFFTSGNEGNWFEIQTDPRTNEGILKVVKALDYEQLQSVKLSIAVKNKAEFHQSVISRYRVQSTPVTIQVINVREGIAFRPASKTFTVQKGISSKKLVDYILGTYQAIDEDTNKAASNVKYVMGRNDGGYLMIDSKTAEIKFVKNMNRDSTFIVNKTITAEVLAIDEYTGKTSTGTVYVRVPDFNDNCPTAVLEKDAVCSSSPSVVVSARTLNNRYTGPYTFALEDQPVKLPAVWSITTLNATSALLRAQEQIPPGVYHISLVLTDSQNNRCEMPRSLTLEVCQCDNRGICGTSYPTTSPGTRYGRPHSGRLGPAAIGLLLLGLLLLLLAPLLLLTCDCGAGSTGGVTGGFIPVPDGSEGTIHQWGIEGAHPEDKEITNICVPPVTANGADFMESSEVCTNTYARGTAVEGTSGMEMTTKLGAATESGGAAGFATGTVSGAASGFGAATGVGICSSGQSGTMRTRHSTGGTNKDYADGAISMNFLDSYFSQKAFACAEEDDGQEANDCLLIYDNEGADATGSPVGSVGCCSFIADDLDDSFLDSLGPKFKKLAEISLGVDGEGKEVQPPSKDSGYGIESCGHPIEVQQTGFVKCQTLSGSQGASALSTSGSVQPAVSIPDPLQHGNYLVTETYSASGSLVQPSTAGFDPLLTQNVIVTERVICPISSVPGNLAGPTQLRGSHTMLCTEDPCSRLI
phage Ecoli inh: E. coli growth loss with phage present | growth absorbance | inhibition, % at 11.9 µM | 360,000 tested, 0.26% active | AID 651602; in the data active = inhibition above about 11%
PKA-R1A act: activators of PKA-R1A complex; P00514+P68181; PKA-R1A dissociation, Cy5-IP20 fluorescence polarization; scaled: DMSO 0%, 113 µM cGMP 100%; activation, % at 11.4 µM; 340,000 tested, 0.083% active;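 active = percent activation above the mean of all tested compounds plus 3 SD, cut at about 19% in these data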;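 note: higher means more PKAc released from R1A so a rise in polarization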
Arrestin-AP2 inh: inhibitors of human beta-arrestin and AP2 interaction; AID 504490; 340,000 tested, 0.31% active; inhibition, % at 10 µM; FITC-arrestin peptide / GST-AP2 beads, flow cytometry; AP2 beta2 appendage carries R879A mutation;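 active = inhibition above a set limit, near 3 SD of compounds lacking own fluorescence, cut at about 54% in these data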;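 note: plate controls were DMSO wells for no effect and 5 µM unlabelled arrestin peptide for full effect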
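System: GST-AP2 R879A glutathione beads. Medium: PBS with 0.05% Tween 20 and 0.1% BSA. Also added: FITC-arrestin peptide, 50 nM. Incubation: 12 min plus 1 h, RT. Measured by: high-throughput flow cytometry of beads, ex 488, em 535 nm. Evaluation: percent drop in bead-associated FITC signal.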
PfHsp90 set2: reduces growth (ATP signal) of yeast expressing P. falciparum Hsp90. S. cerevisiae expressing PfHsp90, BacTiter-Glo ATP, 48 h; yeast lacking PDR1 and PDR3 efflux regulators. inhibition, % at 9.4 µM. 310,000 tested, 0.32% active;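 active = every replicate shows inhibition above about 80%, whatever the replicate mean, limit read from the data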;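 note: 0% = DMSO neutral controls and 100% = 20 µM radicicol positive controls; yeast relying on Plasmodium falciparum Hsp90 in place of its own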
MOR-DOR inv ag: inverse agonist of human OPRM1-OPRD1 heterodimerization | 340,000 tested, 0.21% active | cell-based MOR-DOR heterodimer luminescence, inverse agonism | P35372+P41143 | inhibition, % at 9.3 µM; in the data active = inhibition above about 22%, passing the limit was not always enough;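 note: 0% = cells with DMSO and 100% = wells without cells with DMSO; values of inactives mirror those of a sister screen read the other way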
E coli growth: counter-screen for AddAB inhibitors: E. coli growth inhibition | E. coli V3065 growth, OD600 absorbance, 18 h | inhibition, % at 11.9 µM | 330,000 tested, 0.27% active | AID 449728;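 active = inhibition above the campaign's mean inhibition across all tested compounds plus 3 SD, cut at about 9.9% in these data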;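 note: uninfected addAB+ strain grown without phage in ampicillin broth; 0% = DMSO wells and 100% = ciprofloxacin 0.95 µg/ml wells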
Numbers without * were called inactive; x = no result given; + = active, no number. Not a hit list, and some 2.8% of all compounds hit somewhere here.

Molecule	Mot1-301 SUMO	AddAB inh	Tat transport	MOR-DOR ag	Pemphigus Ab inh	phage Ecoli inh	PKA-R1A act	Arrestin-AP2 inh	PfHsp90 set2	MOR-DOR inv ag	E coli growth
Cc1nc2cc(NC(=O)c3ccc(Br)s3)ccc2s1	272.0	5.9	-8.9	2.7	109.2	7.2	-13.0	8.1	25.3	-14.7	-0.3
Cc1nc2ccccc2cc1C(=O)NCc1ccco1	-9.3	2.2	-5.9	-1.8	102.5	1.3	-1.5	8.1	-13.1	7.5	-3.4
CCCOc1ccc(C(F)(F)F)cc1NC(=O)CN1C(=O)C(=O)N(CC)C1=O	-7.0	0.9	-7.2	-1.5	x	2.7	0.5	-3.0	0.5	5.7	-1.7
CS(=O)(=O)N1CCN(Cc2cc(=O)n3ccsc3n2)CC1	-23.6	0.0	-4.8	-1.2	101.0	1.2	-4.5	-2.3	-9.8	6.1	-1.6
O=c1[nH]nc(SCc2ccccc2)n1C1CC2C=CC1C2 (stereo unspecified)	-12.3	2.5	9.9	-2.4	113.1	2.1	-10.0	-5.2	13.2	12.1	-1.2
Cc1ccc(OCCC(=O)Nc2ccc(C)c(F)c2)cc1	-1.9	2.4	4.6	7.3	100.8	3.8	10.1	-27.4	5.6	-39.9	1.9
CCCN(Cc1cc(=O)[nH]c2ccccc12)C(=O)CC	-4.6	0.7	-13.2	-2.2	99.9	0.2	-3.5	0.2	14.4	11.2	-0.2
Cc1cc(OCc2nn[nH]n2)c2c(C)c(Cc3ccccc3)c(=O)oc2c1	-9.8	1.7	-2.8	-3.5	99.3	0.6	1.0	-4.8	x	16.2	0.4
CCOC(=O)c1ccc(NC(=O)CCS(=O)(=O)Cc2ccccc2)cc1	221.5	2.0	-0.7	-0.8	x	2.6	-21.0	-2.4	5.2	4.0	0.5
CCc1ccc(N2CC(C(=O)Nc3ccc4c(c3)OCO4)CC2=O)cc1 (stereo unspecified)	21.3	2.7	-15.2	0.1	80.7	1.6	2.4	-5.1	-6.3	-0.3	1.6
CN(c1ccc(OCC(=O)Nc2ccc3[nH]c(=O)[nH]c3c2)cc1)S(=O)(=O)c1ccc(Cl)cc1	3.4	-1.4	-1.6	-2.2	94.8	3.6	1.2	2.9	-0.1	9.8	-1.7
CC(=O)NS(=O)(=O)c1ccc(NC(=O)c2ccc(Cl)cc2[N+](=O)[O-])cc1	-16.3	1.2	-6.1	-0.8	94.2	3.6	7.2	-7.5	3.4	4.1	0.0
O=C(NCCNC(=O)c1ccc(Cl)cc1Cl)c1ccccn1	-4.6	4.0	-7.4	-1.4	89.9	2.3	5.6	-3.0	-17.7	9.2	0.5
Cc1cc(C)cc(NC(=O)c2ccc(Cn3nc(C)c(Cl)c3C)o2)c1	137.3	-0.7	11.1	0.8	x	2.2	-14.1	-5.0	-38.1	-4.9	0.2
CSc1nsc(/C=C/Nc2ccc(F)cc2)c1C#N	-5.8	-0.1	1.1	2.0	94.9	4.9	-1.6	4.7	-3.6	-9.8	-1.6
COc1cc(CNC[C@H]2O[C@@H](n3cnc(C(N)=O)n3)[C@H](O)[C@@H]2O)ccc1OCc1cccc(Cl)c1	x	x	4.1	-2.9	108.8	0.9	-5.1	12.5	13.6	13.8	x
CCOC(=O)c1c(NC(=O)Cc2ccccc2)sc2c1CCN(C)C2	13.3	1.0	-1.9	-1.8	102.2	4.7	8.9	-10.1	18.2	10.8	4.7
COC(=O)c1cccc(NC(=O)CN(c2ccc3c(c2)OCO3)S(C)(=O)=O)c1C	+	5.1	-2.7	-1.9	98.1	2.8	9.3	61.1*	-1.3	9.7	-0.6
CCOC(=O)C1(CCc2ccccc2)CCN(Cc2cccc3nccnc23)CC1	-7.6	0.4	-1.4	8.2	99.8	1.0	-2.9	40.9	-8.4	-42.3	-1.9
Cc1[nH]c2ccccc2c1C(c1ccccn1)N1CCC(C)CC1 (stereo unspecified)	-4.7	-0.1	-0.8	-3.1	101.5	1.9	-14.1	13.4	31.3	14.4	1.4
Cc1ccc(C)c(C(=O)CN2C(=O)C(=O)N(C3CCCC3)C2=O)c1	-0.3	2.5	7.3	5.5	103.7	0.1	-10.4	19.2	5.8	-21.7	1.4
O=C(CSc1nnnn1Cc1ccccc1)c1ccccc1F	9.4	-0.9	0.5	-0.4	99.5	6.1	-8.2	8.2	-6.2	2.3	0.0
CCCCN(C(=O)CCC(=O)OCC(=O)NCc1ccccc1)c1c(N)n(CCC)c(=O)[nH]c1=O	5.4	0.9	-1.9	-1.0	x	0.0	-4.3	-6.2	10.6	3.8	0.5
COc1ccc(N2CCN(C(=O)CCNC(=O)c3ccc(Br)cc3)CC2)cc1	-5.7	1.2	-17.8	4.1	26.5	4.9	7.8	1.4	x	-26.6	-0.7
Cc1nn2c(N)c(C#N)cnc2c1-c1ccccc1	6.2	-1.6	-3.2	-0.7	93.8	2.5	-14.2	10.9	-12.3	3.8	0.4
CC(C)C(OC(=O)c1nsc(Cl)c1Cl)C(=O)NCC1CCCO1 (stereo unspecified)	0.4	1.6	-4.7	-0.5	103.8	-0.1	-4.5	-3.0	-19.3	2.9	1.4
O=[N+]([O-])c1ccc(N2CCN(S(=O)(=O)Cc3ccccc3)CC2)cc1N1CCOCC1	-9.3	0.7	2.9	-3.1	100.6	0.5	2.7	-3.6	-0.4	16.7	1.2
COc1ccc(-n2nnnc2SCC(=O)NCCc2ccc(OC)c(OC)c2)cc1	-11.1	4.2	-0.9	-0.9	102.0	0.2	-1.6	9.3	-14.3	5.1	2.9
CCC(c1nnnn1Cc1ccc(OC)cc1)N1CCN(c2ccc(OC)cc2)CC1 (stereo unspecified)	30.7	-0.7	-2.5	-1.9	104.1	1.6	-18.8	11.1	-13.8	9.9	-2.0
COCCNC(=S)N1CCC(C(=O)c2ccc(C)cc2)CC1	22.8	0.3	-8.4	0.7	114.3	-0.9	-6.2	2.2	-0.5	-3.2	1.4
Cc1ccc(S(=O)(=O)N(C)CC(=O)Nc2nc3ccccc3s2)cc1	5.8	4.6	0.4	-0.5	101.2	0.4	-15.7	12.5	-24.2	2.6	1.3
NC(=O)c1sc2nc3c(c(-c4cccnc4)c2c1N)CCC3	-26.1	0.5	-6.1	-2.1	124.5	1.7	2.7	-11.9	1.8	12.6	0.2
Cc1ccccc1NC(=O)CSc1nc(N)c(C#N)c(-c2cccs2)c1C#N	-5.6	5.3	8.3	7.2	100.5	2.7	-8.4	-7.2	-40.1	-31.8	-2.9
COc1ccc(N2CCN(C(=O)COC(=O)[C@@H](NC(=O)c3ccccc3Cl)C(C)C)CC2)cc1	x	x	11.0	-0.7	113.6	-1.9	-7.2	-11.5	23.3	3.4	x
Cc1ccc(C(=O)C2CCN(CC(=O)Nc3ccc(N(C)C)cc3)CC2)cc1	7.0	1.9	-1.3	2.5	97.8	2.1	-17.1	-0.4	x	-13.5	1.7
CCN(CC(=O)Nc1c(F)cccc1F)C(=O)C(C)SCc1nc2sc(C)c(C)c2c(=O)[nH]1 (stereo unspecified)	0.0	0.2	6.2	-4.3	107.0	1.7	0.7	-13.7	-8.5	21.8	1.1
CCN(CC)CCN(Cc1cc2cc3c(cc2[nH]c1=O)OCCO3)C(=S)NCC(C)C	8.0	2.5	1.4	-0.9	110.7	1.6	4.3	18.1	-4.9	4.7	0.0
CCOCCCNC(=O)CN1C(=O)/C(=C\c2ccc(C)cc2)Sc2ccccc21	-5.6	4.4	-6.0	-1.6	120.4	1.2	-12.3	4.3	1.9	8.3	0.6
CCOC(=O)C1CCCN(CC(=O)Nc2c(F)c(F)c(F)c(F)c2F)C1 (stereo unspecified)	4.2	-0.8	19.7	-2.0	102.7	1.0	3.1	4.0	4.7	12.0	-1.4
Cn1c(=O)c2c(nc(NCc3ccc4c(c3)OCO4)n2Cc2ccccc2)n(C)c1=O	97.0	2.1	6.5	0.3	102.9	3.3	-10.3	12.6	-9.8	-1.2	-0.6
Cc1cccc(COc2ccccc2C(=O)OCC(=O)N(C)c2c(N)n(Cc3ccccc3)c(=O)[nH]c2=O)c1	-17.8	1.6	3.5	-2.5	x	2.2	1.3	0.6	-5.3	13.3	-2.1
COc1cc(OC)cc(OC(=O)c2ccc3c(=O)n4c(nc3c2)CCC4)c1	359.1*	-2.5	-6.4	-0.7	97.6	3.6	-0.8	-3.2	x	4.5	-2.5
O=C(N/C(=C\c1ccc(Br)cc1)C(=O)N1CCOCC1)c1ccc([N+](=O)[O-])cc1	75.6	-0.2	6.7	-0.3	113.5	2.5	2.2	-4.7	-32.4	1.7	0.2
Cc1ccc(S(=O)(=O)CCSc2nccn2C)cc1	-9.5	2.0	-1.8	-3.2	x	-0.4	0.0	-12.3	-10.9	16.1	0.7
Cc1ccc([C@@H]2CC=C(C(=O)O)[C@H](c3cccc(F)c3)N2S(=O)(=O)c2ccccc2C)cc1	279.6*	2.7	3.2	-2.5	104.4	1.0	6.8	-3.9	-11.6	11.7	-0.5
Cc1ccsc1/C=N/NC(=O)c1nnn(-c2nonc2N)c1-c1ccccc1	6.2	4.0	-6.2	-0.2	105.9	0.6	-19.4	-6.0	-5.5	1.0	-2.4
O=C(NC1CC1)C(=O)c1c[nH]c2ccccc12	-3.5	3.7	0.9	-1.7	99.1	1.0	5.0	21.5	-6.9	9.0	1.4
O=C(Nc1ncc(S(=O)(=O)c2ccc([N+](=O)[O-])cc2)s1)c1cccnc1	-3.2	2.8	-5.1	9.0	108.5	3.5	3.8	40.4	7.2	-45.5	-2.4
Cc1ccccc1NC(=O)C1CCC(=O)N1 (stereo unspecified)	163.4	-1.6	-4.5	-1.7	102.8	-0.6	3.2	6.2	-0.3	7.8	-0.8
COc1ccc(C2CC(C(F)(F)F)n3ncc(C(=O)NCC4CCCO4)c3N2)cc1OC (stereo unspecified)	-14.3	1.7	-6.1	-2.8	101.7	2.4	-3.5	25.7	-4.0	16.0	-0.2
Cc1nn(Cc2ccccc2)c(C)c1/C=N/NC(=O)c1ccccc1O	-14.3	-0.1	-0.2	-2.0	99.3	1.4	7.1	-9.4	-24.1	10.8	-0.7
Cc1onc(-c2ccccc2)c1C(=O)c1c[nH]c(C(=O)NCCCN2CCOCC2)c1	7.4	2.0	-9.5	-0.7	83.8	-0.5	7.7	22.7	4.1	3.6	-0.6

Compound activity (PubChem BioAssay)
